Assay outcomes as filed in PubChem BioAssay.
p53ts 39C tox = kills p53ts cells at the nonpermissive temperature. H1299-p53A138V viability at 39C, ATP luminescence, 24 h. hit rate 1.5% among 130,000. Potency, µM (titrated, usually from 46.1 µM), for the others: at the highest dose activity change, negative = cell killing, most hits filed as cytotoxic; note: nearly all actives have a fitted effect of over 55% in size
IkB signaling = inhibitors of IkB signaling in ABC-DLBCL cells; ABC-DLBCL IkBa-CBG/CBR dual luciferase ratio, 4 h; response scale: scaled: untreated 0%, proteasome inhibitor 100%; Potency, µM (highest dose often 57.1 µM), for inactives: top-dose IkBa stabilization activation; hit rate 0.04% among 110,000; AID 445; active = well fitted curve in the direction sought with a large enough effect in the signal ratio, not every such curve was filed as active; inconclusive = small, poorly fitted or top-dose-only effect, or a change in a side signal; the % refers to the signal ratio;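 note: the direction sought is a rising ratio; 0% = basal untreated cells and 100% = reference inhibitor full response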
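In this assay, an IκBα–CBG68 fusion accumulates when IKK-driven degradation is blocked; native CBR normalizes for cell number. OCI-Ly3 cells were treated 4 h with compound and doxycycline, then green and red light read after Chroma-Glo addition.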
p53ts 32C tox = p53ts cell cytotoxicity, permissive temperature; H1299-p53A138V at 32C, ATP luminescence viability, 24 h; Potency, µM (series often up to 46.1 µM), for inactives: top-dose activity change, negative = cytotoxicity, actives largely listed as cytotoxic; hit rate 0.93% among 130,000; AID 924;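 note: 0% = DMSO and -100% = full killing by reference compound; nearly all actives have a fitted effect of over 55% in size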
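Viability by ATPlite luminescence after 24 h compound treatment (up to 46 uM) at the permissive 32C. Cells are H1299 carrying p53 A138V. Scale runs from DMSO basal to 100 uM tamoxifen as full kill; AC50 from Hill fits.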
Peg3 imprint = inducers of genomic imprint erasure in mouse ES cells. mouse ES Peg3-LacZ reporter, beta-gal luminescence, 40 h. Potency, µM (titrated, usually from 60.7 µM), for the others: top-dose activity change, positive = activation, hits mostly activators. hit rate 0.02% among 110,000. AID 1948;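 note: 0% = negative control wells on the plate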
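Gelatin-coated wells received 300 freshly trypsinized female ES cells with a Peg3LacZ-Neo reporter on the maternal allele, then incubated 40 hours at 37C. BetaGlo was added for 5 minutes at room temperature before a single luminescence read.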
Numbers without * were called inactive; ? = inconclusive; . = not tested or not shown; & = joins results of further samples; [ ] = dose if it differs, or a comment. Unless noted, calls come from the whole dose curve; as a rule, active = well fitted curve in the direction sought with a large enough effect; inconclusive = small, poorly fitted or top-dose-only effect, or another doubt; inactive = no such curve, though single readings can be large; an effect the other way counts as inactive or inconclusive. Unless noted, % is set by controls: 0 for no effect and ±100 for the full control effect; potency is the fitted concentration of half-maximal effect.

SMILES | p53ts 39C tox | IkB signaling | p53ts 32C tox | Peg3 imprint
Cc1ccc(S(=O)(=O)N(CC(=O)NCc2ccncc2)C2CCCCC2)cc1 | 4% | 2.1% | 30%[activator] | .
O=C(CCNS(=O)(=O)c1ccc(Br)s1)Nc1ccc(Br)cc1 | -22% | ? | 1% | 5%[10.9 µM]
Nc1c(NCc2ccccc2)c2ccccc2oc1=O | 2% | ? | 0% | 1%
CC(=O)c1cccc(NC(=O)CN2C(=O)CC(c3ccc(C)cc3C)=Nc3ccccc32)c1 | -7% | ? | 0% | -9%[10.9 µM]
Cc1c(C(=O)Nc2ccc(F)cc2F)sc2nc3n(c(=O)c12)N=C(c1ccccc1)CS3 | -19% | -0.7% | -8% | 6%[10.9 µM]
COc1ccc(Oc2ncc3nc(-c4ccc(F)cc4)c(=O)n(C4CC4)c3n2)cc1 | 7% | -3.9%[11.4 µM] | -11% | -3%
O=C(CCNS(=O)(=O)c1ccc2c(c1)CCCC(=O)N2)NCc1ccc(Cl)cc1 | -5% | 1.0% | -4% | -6%[10.9 µM]
Cc1ccc([N+](=O)[O-])cc1S(=O)(=O)N(C)C | 6%&-4%&-9% | . | 14%&5%&-2% | -4%&-8%&-2%
CCSc1ccc2nnc(-c3ccc(F)cc3)n2n1 | -3% | -0.2% | 1% | -11%
CSC1=NCCN1C(=O)c1ccc(Br)o1 | -6% | -2.9% | -21% | -45%[inhibitor]
Cc1ccc(CNc2ccc(-c3nc(-c4ccccn4)no3)cc2[N+](=O)[O-])cc1 | -15% | 0.2% | -2% | 10%[10.9 µM]
O=C(Cn1[nH]c(=O)c2ccccc2c1=O)OCC(=O)N1CCCc2ccccc21 | -1% | -0.1% | -1% | -2%
CCC(=O)Nc1cc(C(C)C)c(O)cc1C | 7% | -0.4% | 1% | -13%
Cc1cc2c(cc1S(=O)(=O)CCC(=O)NC1CCC(C)CC1)OCC(=O)N2 (configuration not stated) | -12% | 1.4% | 0% | -7%[10.9 µM]
COc1ccccc1NC(=O)CCS(=O)(=O)c1ccc2nc(C)sc2c1 | -6% | 0.3% | 11% | -11%[10.9 µM]
CC1CCN(c2nc3ccc(C(=O)NCc4ccccc4Cl)cc3s2)CC1 | -4% | ? | -1% | 2%[10.9 µM]
COC(=O)c1ccc(Oc2ccc3nncn3n2)cc1 | 4% | . | -7% | .
COc1ccc(NC(=O)CN(C)S(=O)(=O)c2ccc3c(c2)CCC(=O)N3)c(OC)c1 | 9% | -0.6% | 2% | 4%[10.9 µM]
Clc1cccc2sc(N3CCCC3)nc12 | -14% | -1.4% | -10% | -26%
CN1CCN(C2=NC3(CCCC3)C(C#N)C(=O)N2)CC1 (configuration not stated) | 10% | 2.1% | -2% | 2%
Cn1c(CSc2nc3ccccc3s2)nnc1SCC(=O)NCCCN1CCOCC1 | 12% | . | -3% | .
CCOC(=O)C1=C(C)NC(C)=C(C(=O)OCC)C1C(=O)OCC(=O)N1CCc2ccccc2C1 | -1% | 1.4% | 3% | -1%
O=C(CC1c2ccccc2Oc2ccccc21)NCc1ccco1 | -5% | . | 11% | .
COCCCNC(=O)Cn1c(=O)n(-c2ccc(C)c(C)c2)c(=O)c2c3c(sc21)CCCCC3 | -13% | 2.5% | 5% | -12%[10.9 µM]
Cc1ccc(-n2ncc(C(=O)NCCCN3CCc4ccccc4C3)c2C2CCN(C(=O)OC(C)(C)C)CC2)c(C)c1 | -31% | -3.0% | -8% | 0%[10.9 µM]
COc1ccc(-n2c(SCc3nc(-c4ccc(C)cc4)no3)nnc2-c2ccccc2)cc1 | 15% | -1.9% | 12% | -6%[10.9 µM]
COc1ccc(NC(=O)Cn2c(C)cc3ccccc3c2=O)c(OC)c1 | 8% | 0.5% | -2% | -12%[10.9 µM]
O=C(CCS(=O)(=O)c1cccc2nonc12)NC1CCCCCC1 | -17% | -0.5% | -5% | -6%
CCCCN(C(=O)c1cc(OC)c(OC)c(OC)c1)C1=CC2CCC(C1)N2C (configuration not stated) | -1% | -0.8% | -3% | -9%
Cc1ccccc1OCC(=O)Nc1ccc(N2CCN(C(=O)C(C)C)CC2)c(Cl)c1 | ? | ? | ? | -16%
COc1ccc(Cn2c(CO)cnc2SCc2ccccc2C)cc1 | -8% | 0.3% | 0% | -6%[10.9 µM]
O=C(Nc1ccc(NC(=O)c2cccs2)cc1)c1ccc(Br)cc1 | 14% | 8.5% | 3% | -14%[10.9 µM]
O=C(COc1ccccc1)Nc1ccccc1C(=O)OCc1cc(=O)n2nc(C3CC3)sc2n1 | -8% | ? | -5% | -3%[10.9 µM]
CCCCn1c(SCC(=O)N2CCCc3ccccc32)nc2c1c(=O)n(C)c(=O)n2C | 7% | 0.3% | 1% | 3%
Cc1ccc(C(c2sc3nc(-c4ccco4)nn3c2O)N2CCN(Cc3ccccc3)CC2)cc1 (configuration not stated) | -8% | 6.5% | 3% | 3%[10.9 µM]
Cc1ccc2ccc(C(Nc3ccccn3)c3ccccc3)c(O)c2n1 (configuration not stated) | ? | ? | -6% | 11%[10.9 µM]
Cn1c(C(=O)OCC(=O)NCc2ccco2)cc2sccc21 | -10% | -0.6% | 1% | -4%
CCCOC(=O)c1ccc(NC(=O)C2CC(=O)N(c3ccc(C)cc3)C2)cc1 (configuration not stated) | -11% | -0.9% | 3% | -10%[10.9 µM]
COc1ccccc1CNC(=O)COC(=O)c1cnccn1 | 4% | 1.9% | 3% | -2%
Cc1cccc(-c2nc3c(C#N)c[nH]n3c2NC2CCCCC2)c1 | -12% | ? | -10% | -4%[10.9 µM]
COc1ccc(NC(=O)CCS(=O)(=O)c2cc3c(cc2C)NC(=O)CO3)cc1Cl | -4% | ? | 15% | -14%[10.9 µM]
CC(C)(C)c1[nH]nc2c1C(c1ccc(OC(=O)c3ccco3)cc1)C(C#N)=C(N)O2 (configuration not stated) | -18% | 1.3% | -3% | -26%
CCOc1ccccc1-c1nc(SCC(=O)c2ccc(OC)c(Br)c2)n[nH]1 | 15% | 0.9% | 3% | -15%[10.9 µM]
COc1ccc(OC)c(C(c2nnnn2CCc2ccccc2)N2CCN(c3ccccc3)CC2)c1 (configuration not stated) | -4% | ? | 10% | -9%
O=C(Nc1c(C(=O)O)[nH]c2ccccc12)NC1CCCCC1 | -3% | 2.7% | -13% | -6%
Nc1cc(CN2C(=O)c3ccccc3C2=O)cc(Cl)c1O | 9% | 11% | 5% | -2%
COc1ccc(S(=O)(=O)N(CC(=O)NCCSCc2ccccc2)c2ccc(C)cc2)cc1 | -5% | -0.8% | 1% | -11%[10.9 µM]
O=C(c1ccc2c(c1)N(Cc1ccccc1F)C(=O)c1ccccc1S2(=O)=O)N1CCN(c2ccccn2)CC1 | -22% | ? | -23% | 6%[10.9 µM]
CCNC(=S)NNC(=O)c1csc(C(C)C)c1 | -14% | . | -4% | .
COCCCN(C(=O)Cn1ncc2c(=O)oc3ccc(C)cc3c21)C(C)c1ccncc1 (configuration not stated) | 22% | -0.2% | -24% | -12%

Part of the list above in order of SMILES length, ascending:
SMILES | p53ts 39C tox | IkB signaling | p53ts 32C tox | Peg3 imprint
CCNC(=S)NNC(=O)c1csc(C(C)C)c1 | -14% | . | -4% | .
O=C(Nc1c(C(=O)O)[nH]c2ccccc12)NC1CCCCC1 | -3% | 2.7% | -13% | -6%
CCOc1ccccc1-c1nc(SCC(=O)c2ccc(OC)c(Br)c2)n[nH]1 | 15% | 0.9% | 3% | -15%[10.9 µM]
COc1ccc(S(=O)(=O)N(CC(=O)NCCSCc2ccccc2)c2ccc(C)cc2)cc1 | -5% | -0.8% | 1% | -11%[10.9 µM]

Continuation:
SMILES | p53ts 39C tox | IkB signaling | p53ts 32C tox | Peg3 imprint
Clc1cccc(-n2ncc3c(NCCCc4ccccc4)ncnc32)c1 | -27% | ? | -6% | -12%[10.9 µM]
CC(=O)OC1CC2C(C)(C)C=CC(=O)[C@@]2(C)C2CC[C@@]3(C)C(c4ccoc4)OC(=O)C4OC43[C@]12C (some centres not stated) | -10% | . | 3% | -11%
Cc1ccc2c(c1)c1c(n2C)-c2[nH]ncc2CC1 | 11% | . | 3% | .
CCOc1ccccc1NC(=O)c1cccc(NC(=O)c2ccco2)c1 | 9% | -0.5% | 8% | .
Cc1ccc(-c2cn3c(n2)sc2cc(C(=O)NC4CCCCCC4)ccc23)c(C)c1 | ? | ? | -4% | -12%[10.9 µM]
COc1ccc(CCNC(=O)c2nonc2N)cc1 | -1% | . | -4% | .
CCN(CC)CCNC(=O)c1ccc2nc(CCc3ccccc3)oc2c1 | -24% | -0.7% | -7% | -9%[10.9 µM]
COCCCn1c(SCC(=O)Nc2sc3c(c2C#N)CCCC3)nnc1-c1ccncc1 | 1% | . | 15% | .
Cn1cnc(S(=O)(=O)N2CCC(C(=O)N3CCN(c4ccc(Cl)cc4)CC3)CC2)c1 | -8% | 0.6% | -3% | -8%[10.9 µM]
CCOC(=O)c1cc(S(=O)(=O)N2CCN(c3ccc(F)cc3)CC2)[nH]n1 | -1% | 0.9% | -3% | 7%[10.9 µM]
COc1cc(-c2nc3ncccn3c2Nc2ccc(C)cc2C)ccc1O | -18% | ? | 21% | 25%[10.9 µM]
COc1ccc(Cc2nc3c4cnn(-c5ccccc5F)c4ncn3n2)cc1 | -6% | ? | 2% | 1%[10.9 µM]
CCN1CCN(c2oc(/C=C/c3cc(OC)c(OC)c(OC)c3)nc2C#N)CC1 | -21% | 0.9% | 2% | -5%[10.9 µM]
CC(C)c1ccc2occ(CC(=O)Nc3cccc(C(F)(F)F)c3)c2c1 | ? | 2.9% | ? | -8%[10.9 µM]
CC(C)(Oc1ccc(Cl)cc1)C(=O)NCc1ccncc1 | 4% | 2.1% | 9% | -11%
COc1ccc(OCC(=O)N2CCN(C(=O)c3cc(OC)c(OC)c(OC)c3)CC2)cc1 | 15% | ? | -8% | -7%[10.9 µM]
O=C1Cc2cc(S(=O)(=O)N3CCN(c4ccccc4)CC3)ccc2N1 | 2% | 0.0% | 2% | -3%[10.9 µM]
CN1CCN(C(CNC(=O)C(=O)Nc2ccc(F)cc2)c2cccnc2)CC1 (configuration not stated) | -29% | -4.5% | -22% | -13%[10.9 µM]
CCOC(=O)C1CCN(C(=O)c2ccc(NC(=O)C3CCCO3)cc2)CC1 (configuration not stated) | 1% | 3.2% | 0% | -8%
CC1(C)CC(=O)C(C=NCCO)=C(O)C1 | -8% | 2.4% | 0% | -5%

By substructure: the compounds so far containing a nitro group on carbon
SMILES | p53ts 39C tox | IkB signaling | p53ts 32C tox | Peg3 imprint
Cc1ccc([N+](=O)[O-])cc1S(=O)(=O)N(C)C | 6%&-4%&-9% | . | 14%&5%&-2% | -4%&-8%&-2%
Cc1ccc(CNc2ccc(-c3nc(-c4ccccn4)no3)cc2[N+](=O)[O-])cc1 | -15% | 0.2% | -2% | 10%[10.9 µM]

New compounds follow.
SMILES | p53ts 39C tox | IkB signaling | p53ts 32C tox | Peg3 imprint
O=C1CC(c2ccc(S(=O)(=O)N3CCCCC3)cc2)CN1 (configuration not stated) | 7% | 1.4% | -5% | -12%
COc1ccc(CN(C2CCCC2)S(=O)(=O)c2ccc(-n3cnnn3)c(OC)c2)cc1OC | 6% | 2.3% | 8% | -11%
O=C(Cn1c(=O)oc2cc(S(=O)(=O)NCc3ccccc3)ccc21)NCc1ccc(Cl)cc1 | ? | 0.4% | -26% | -15%[10.9 µM]
CCOc1ccc(N2CC(NC(=O)c3cc4ccccc4o3)CC2=O)cc1 (configuration not stated) | -13% | 0.2% | -9% | -14%[10.9 µM]
Cc1ccc(C(=O)Oc2coc(CSc3nnc(NC(=O)C4CC4)s3)cc2=O)cc1 | -17% | . | ? | .
COc1ccc(C(c2nnnn2CC2CCCO2)N2CCC(C(N)=O)CC2)cc1 (configuration not stated) | 17% | . | 7% | .
Cc1ccc(C2=CC(c3ccccc3C)n3c(nc4ccccc43)N2)cc1 (configuration not stated) | 5µM* | ? | ? | -20%[10.9 µM]
CCOC(=O)c1[nH]c(C)c(CCC(=O)NCc2ccc(OC(C)C)cc2)c1C | -4% | 1.7% | 3% | -2%[10.9 µM]
Cc1ccc(CNC(=O)C2CCCCN2S(=O)(=O)c2ccc(F)cc2)cc1 (configuration not stated) | -3% | -0.3% | 21% | 21%[10.9 µM]
CCOc1ccc(NC(=O)CC2Nc3cccc4cccc(c34)NC2=O)cc1 (configuration not stated) | -3% | ? | -3% | -7%[10.9 µM]

Rows are unselected, and some 1.7% of all compounds hit somewhere here.
